# Screening data from PubChem BioAssay.
# FEN1 inhibitor: qHTS Assay for the Inhibitors of Human Flap endonuclease 1 (FEN1); Recombinant FEN1 flap cleavage, fluorescence, 15 min; Potency, µM (series often up to 114 µM), inactives show top-dose activity change, negative = inhibition, most hits filed as inhibitors; hit rate 0.35% among 390,000; note: nearly all actives have a fitted effect of over 65% in size
#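 Steps: FEN1 (10 nM) dispensed; compound added by pin tool; 15 min at room temperature; substrate added to 50 nM final; reads at 0 min and 15 min; data normalized and fitted (four-parameter Hill).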
# GCN5L2 inh: qHTS Assay for Inhibitors of GCN5L2. Histone acetyltransferase KAT2A (Homo sapiens), Q92830. GCN5L2 HAT assay, ThioGlo1 CoA-SH fluorescence. Potency, µM (top dose mostly 58.9 µM), inactives show top-dose activity change, negative = inhibition, usual class: inhibitors. hit rate 0.21% among 390,000
# Target sequence (Q92830 whole entry, looked up): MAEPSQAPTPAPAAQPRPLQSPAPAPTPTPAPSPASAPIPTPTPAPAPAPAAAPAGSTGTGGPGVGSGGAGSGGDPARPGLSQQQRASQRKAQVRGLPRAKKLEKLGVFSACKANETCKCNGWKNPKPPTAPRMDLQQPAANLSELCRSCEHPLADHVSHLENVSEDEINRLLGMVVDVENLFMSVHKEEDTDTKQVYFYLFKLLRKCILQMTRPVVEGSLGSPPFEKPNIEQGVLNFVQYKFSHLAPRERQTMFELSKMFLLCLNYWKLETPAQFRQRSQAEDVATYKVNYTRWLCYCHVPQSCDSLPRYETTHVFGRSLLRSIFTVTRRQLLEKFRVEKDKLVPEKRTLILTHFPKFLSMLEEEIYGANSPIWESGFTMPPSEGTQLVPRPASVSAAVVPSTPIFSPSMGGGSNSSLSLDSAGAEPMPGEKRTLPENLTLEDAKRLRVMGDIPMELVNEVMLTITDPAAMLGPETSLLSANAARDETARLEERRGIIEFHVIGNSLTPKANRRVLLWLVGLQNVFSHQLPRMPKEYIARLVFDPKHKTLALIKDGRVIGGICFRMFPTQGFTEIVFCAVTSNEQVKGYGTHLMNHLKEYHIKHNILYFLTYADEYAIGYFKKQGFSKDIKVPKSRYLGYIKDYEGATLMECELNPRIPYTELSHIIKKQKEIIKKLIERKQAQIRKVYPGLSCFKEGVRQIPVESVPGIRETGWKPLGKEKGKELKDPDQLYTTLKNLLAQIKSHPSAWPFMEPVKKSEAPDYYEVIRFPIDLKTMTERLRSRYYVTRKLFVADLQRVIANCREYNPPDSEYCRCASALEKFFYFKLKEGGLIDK
#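 qHTS, 1536-well. 20nM enzyme, pH 7.5 HEPES/EDTA/Tween-20 buffer; 15 min compound preinc., RT. Start: 75uM H3(1-25), 70uM AcCoA, 50uM ThioGlo1. Read Ex340/Em540 at t=0 (autofluorescence flag) and t=20 min.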
# N370S GC: qHTS Assay for Inhibitors and Activators of N370S glucocerebrosidase as a Potential Chaperone Treatment of Gaucher Disease; AID 2101, 2009; hit rate 0.092% among 330,000; Lysosomal acid glucosylceramidase (Homo sapiens), P04062; N370S GC spleen homogenate, 4MU-glucoside fluorescence; Potency, µM (doses to about 59.4 µM), without a hit: at the highest dose activity change, negative = inhibition, most hits filed as inhibitors;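 note: 0% = full enzyme activity and -100% = no enzyme basal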
# * marks the source's active call; other numbers are inactive results; ? = inconclusive; nt = no result given; [ ] = dose if it differs, or a comment. Calls come from the whole dose curve; as a rule, active = well fitted curve in the direction sought with a large enough effect; inconclusive = small, poorly fitted or top-dose-only effect, or another doubt; inactive = no such curve, though single readings can be large; an effect the other way counts as inactive or inconclusive. Unless noted, % is set by controls: 0 for no effect and ±100 for the full control effect; potency is the fitted concentration of half-maximal effect.
SMILES,FEN1 inhibitor,GCN5L2 inh,N370S GC
CN(C)NC(=O)C(NC(=O)c1ccccc1)C12CC3CC(CC(C3)C1)C2 (stereo not drawn),20%,-3%,-6%
CC1CCCC(C)N1C(=O)CN1C(=O)c2ccccc2S1(=O)=O (stereo not drawn),5%,1%,nt
CCCCN(C)S(=O)(=O)c1ccc(C(=O)Nc2sc3c(c2C(=O)OCC)CCN(C(C)C)C3)cc1,-11%,62%[activator],nt
O=C(NNC(=O)C1CC=CCC1C(=O)O)c1ccc(Cl)cc1 (stereo not drawn),4%,-2%,8%
Cc1ccc(C)c(OCc2cc(C(=O)NC3CCN(Cc4ccccc4)CC3)no2)c1,-21%,-6%,-11%
O=C(NCc1ccc2c(c1)OCO2)C1CC(=O)N(C2CCCCCCC2)C1 (stereo not drawn),5%,-8%,-1%
O=C(NCCc1ccc(Cl)cc1)c1ccc(CS(=O)Cc2cccc(Cl)c2)o1 (stereo not drawn),-20%,-1%,nt
CC(C)(C)NC(=O)CN(C(=O)c1ccc(Cl)nc1)c1cccc2ccccc12,3%,0%,-19%
N#Cc1ccc(OC(=O)c2cc(-c3ccc4c(c3)OCCO4)on2)cc1,2%,-14%,nt
CCc1cc(=O)oc2cc(OC3CCCCC3=O)ccc12 (stereo not drawn),12%,2%,-1%
COC(=O)c1cccc(NC(=O)CCCN2C(=O)NC3(CCCC3)C2=O)c1,-3%,-4%,-1%
O=[N+]([O-])c1ccc(-n2cccn2)c(-c2nn[nH]n2)c1,-4%,-16%,-8%
CN(C)S(=O)(=O)c1cccc(-c2nn(-c3ccccc3)cc2/C=C(/C#N)C(=O)NCc2ccco2)c1,0%,-1%,5%
O=C(NCCc1ccc(Cl)cc1)c1nnc(Cc2ccc(F)cc2)o1,12%,-13%,nt
Cc1cc(C)cc(-n2ncc3c2CCCC3NC(=O)c2ccccc2N2CCOCC2)c1 (stereo not drawn),-10%,-4%,0%
CC(C)OP(=O)(Nc1cccc2ccccc12)OC(C)C,14%,0%,18%
CCS(=O)(=O)c1ccc(C(=O)N2CCN(c3nc4c(OC)ccc(C)c4s3)CC2)cc1,13%,11%,nt
COc1ccc(/C=N/NC(=O)c2ccn[nH]2)cc1Cn1cc([N+](=O)[O-])cn1,2%,-9%,7%
CCCn1nc2cc(C(=O)NCc3ccc(C)cc3)ccc2c1OCC,-7%,-6%,17%
COc1cccc(CNC(=O)COC(=O)C2CC3CCCC(C2)C3=O)c1 (stereo not drawn),-6%,2%,-15%
Cc1ccc(S(=O)(=O)N2CCN(C(=O)C3CCCC3)CC2)cc1C,6%,0%,?
N#Cc1c(-c2cccc([N+](=O)[O-])c2)nc2n(c1=O)CCS2,3%,-9%,-11%
O=C(C1CCCCC1)N1CCN(S(=O)(=O)c2ccc(Cl)cc2)CC1,-3%,-5%,-18%
Cc1cccc(OCC(=O)Nc2ccccc2C(=O)OCc2cc(=O)n3nc(C)sc3n2)c1,-10%,-9%,nt
Cc1ccc(NC(=S)N(CCN(C)C)C(C)c2ccco2)c(C)c1 (stereo not drawn),8%,-8%,1%
COc1ccc(C(O)(C(=O)NNc2ccc(C)cc2)c2cccs2)cc1 (stereo not drawn),1%,-11%,9%
Cc1cc(C)nc(NC(=O)c2csnn2)c1,-7%,-7%,-6%
Cc1c(F)cccc1NS(=O)(=O)c1ccc(OCCNS(C)(=O)=O)cc1,14%,-5%,4%
Cc1cc(C)n2nc(SCC(=O)Nc3cccc(C(F)(F)F)c3)nc2n1,5%,-8%,nt
O=S(=O)(NCCNS(=O)(=O)c1c(F)cccc1F)c1ccc2c(c1)OCCO2,-6%,1%,nt
O=C(CSC1=NS(=O)(=O)c2ccccc21)Nc1ccccc1,17%,-20%,11%
CCOC(=O)N1CCN(C(=O)c2ccc3c(=O)n(CCc4ccccc4)c(=O)[nH]c3c2)CC1,12%,-1%,-6%
CCOC(=O)c1c(C)oc2ncnc(N3CCN(c4ccc(C)cc4C)CC3)c12,7%,0%,nt
COc1ccc(N(C(=O)c2ccccc2F)S(=O)(=O)c2ccc3c(c2)n(C)c(=O)n3C)cc1,-12%,-2%,nt
CC(=O)c1ccc(NC(=O)CCCCCn2nnc3ccccc3c2=O)cc1,-7%,44%,4%
O=C(COC(=O)/C=C/c1ccc(C(F)(F)F)cc1)NC(=O)NCc1ccco1,-4%,-1%,nt
O=C(CCC(=O)Nc1ccccc1)NNC(=O)c1ccccc1Cl,19%,-14%,3%
O=C(CSCc1cc(=O)n2ccsc2n1)Nc1ccccc1,21%,-8%,1%
Cc1ccc(CNc2oc(-c3ccc(COc4ccc(C)cc4)o3)nc2C#N)cc1,14%,-18%,nt
CCCc1n[nH]c2c1/C(=N\O)CCC2,-5%,-4%,14%

# Sorted by value in N370S GC (smallest number first): some entries from above
smiles,GCN5L2 inh,N370S GC
CCOC(=O)N1CCN(C(=O)c2ccc3c(=O)n(CCc4ccccc4)c(=O)[nH]c3c2)CC1,-1%,-6%
O=C(CSCc1cc(=O)n2ccsc2n1)Nc1ccccc1,-8%,1%
CCCc1n[nH]c2c1/C(=N\O)CCC2,-4%,14%

# (cont.)
SMILES,FEN1 inhibitor,GCN5L2 inh,N370S GC
CCOc1cc(C(=S)N2CCCC2)ccc1O,9%,-7%,-19%
CCN1CCN(CCC(=O)Nc2ccc(C)cc2)CC1,-5%,-24%,-15%
CCN(CC)CCCNC(=O)/C=C/C(=O)O,5%,1%,1%
CCCOc1ccc(Cl)cc1CNc1ccccc1,-5%,3%,10%
Cc1ccc2c(C)c(C(=O)NCCN3CCOC3=O)oc2c1C,1%,-6%,-10%
CCOc1ccccc1NC(=O)Cn1c(=O)n(-c2ccc(OC)cc2OC)c(=O)c2c(C)c(C(=O)N(CC)CC)sc21,0%,-4%,?
COc1cc(C(=O)NN(CCC#N)C2=NS(=O)(=O)c3ccccc32)cc(OC)c1OC,17%,1%,-2%
CC(=O)N/C(=C\c1ccccc1)C(=O)NCC(=O)O,?,-18%,1%
COc1ccc(-n2nnnc2SCC(=O)Nc2cc(OC)c([N+](=O)[O-])cc2C)cc1,9%,-18%,3%
COc1cc(/C=C(/C#N)c2nc(-c3cc4ccccc4oc3=O)cs2)ccc1O,-6%,6%,nt
COP(C)(=O)c1c(C)nn(-c2ccccc2)c1C (stereo not drawn),1%,-3%,5%
CC1C2(C)OC(=N)C(C#N)(C(C)O2)C1(C#N)C#N (stereo not drawn),-2%,-2%,?
O=C(COC(=O)c1cc(S(=O)(=O)N2CCOCC2)ccc1F)c1ccc[nH]1,-2%,-2%,2%
CCOC(=O)Nc1oc2ccccc2c(=O)c1CN1CCOCC1,?,-3%,12%
CC1(C)C(C=C(Cl)Cl)C1C(=O)N(Cc1ccccc1Cl)C1CCS(=O)(=O)C1 (stereo not drawn),-9%,1%,6%
COc1ccc(CCn2c(-c3ccc(OC)cc3)nc3c(c(=O)c4ccccc4n3C)c2=O)cc1,-13%,1%,3%
CCCCSc1nc(C)cc(SCC(=O)N/N=C/c2ccccc2)n1,4%,-8%,21%
O=C(O)c1ccccc1NC(=O)N1CCOCC1,-3%,-1%,4%
CCOC(=O)CNC(=O)CSc1nnc(-c2cccc(C)c2)n1-c1ccc(OC)cc1,0%,-3%,10%
COc1ccc(/C=C2/SC(=O)N(CC(=O)NCCC(C)C)C2=O)cc1OC,0%,1%,-4%

# Compounds above that have an aryl thioether with sulfur outside any ring, in the order listed:
SMILES,FEN1 inhibitor,GCN5L2 inh,N370S GC
Cc1cc(C)n2nc(SCC(=O)Nc3cccc(C(F)(F)F)c3)nc2n1,5%,-8%,nt
COc1ccc(-n2nnnc2SCC(=O)Nc2cc(OC)c([N+](=O)[O-])cc2C)cc1,9%,-18%,3%
CCCCSc1nc(C)cc(SCC(=O)N/N=C/c2ccccc2)n1,4%,-8%,21%
CCOC(=O)CNC(=O)CSc1nnc(-c2cccc(C)c2)n1-c1ccc(OC)cc1,0%,-3%,10%

# Compound profiles, from the list above.
# Record of `COc1ccc(CCn2c(-c3ccc(OC)cc3)nc3c(c(=O)c4ccccc4n3C)c2=O)cc1` → FEN1 inhibitor = -13%; GCN5L2 inh = 1%; N370S GC = 3%
# Record of `CCOC(=O)CNC(=O)CSc1nnc(-c2cccc(C)c2)n1-c1ccc(OC)cc1` → FEN1 inhibitor = 0%; GCN5L2 inh = -3%; N370S GC = 10%
# Record of `CCCCSc1nc(C)cc(SCC(=O)N/N=C/c2ccccc2)n1` → FEN1 inhibitor = 4%; GCN5L2 inh = -8%; N370S GC = 21%

# Carrying on.
SMILES,FEN1 inhibitor,GCN5L2 inh,N370S GC
COc1ccc(NC(=O)C(C)n2c(C)c3cnn(-c4ccccc4)c(=O)c3c2C)cc1Cl (stereo not drawn),-3%,-2%,nt
Cc1ccc(C(=O)c2coc3ccc(OCC(=O)O)cc23)cc1,-4%,-17%,-14%
Cn1c(SCC(=O)N2CCCc3ccccc32)nc2ccccc2c1=O,11%,-5%,-2%
C#CC(CC)(CC)NC(=O)c1ccc(Br)s1,0%,2%,3%
Cc1cccc(CNC(=O)c2ccc(N3Cc4ccccc4Oc4ncccc43)s2)c1,-3%,-18%,nt
Cc1cccnc1NC(=O)CSc1ncnc2sc(C)c(C)c12,2%,?,1%
CC(C)C1N=C2c3ccccc3N=C(SCC(=O)c3ccc(O)c(O)c3)N2C1=O (stereo not drawn),?,-5%,-28%
O=C(Cc1ccccc1)NNC(=O)c1ccc(Br)o1,0%,-3%,-6%
CCOc1ccccc1CNC(=O)CN1C(=O)C2CCCCN2c2ccc(C(=O)N(C)C)cc21 (stereo not drawn),6%,-11%,nt
Cc1cc(NC(=O)CSc2cn(C)c3ccccc23)no1,-1%,0%,-6%
Cc1cc(NC(=O)c2ccc(-c3ccc(F)c(Cl)c3)o2)no1,-12%,-8%,1%
Cc1cc(C)nc(N(C#N)Cc2ccccc2C)n1,-2%,-3%,13%
Cc1cc(C)c(NC(=O)Cn2nc(-c3ccncc3)ccc2=O)c(C)c1,21%,-2%,nt
CC(C)CC(=O)Nc1cc(-c2ccccc2F)nn1-c1ccccc1,-6%,-8%,nt
CCC(CNC(=O)c1c(C)nn(-c2ccccc2)c1Cl)c1ccccc1 (stereo not drawn),1%,-9%,-4%
COc1ccc(CCN2CC(C(=O)NCc3nc4ccccc4n3C)CCC2=O)cc1 (stereo not drawn),-5%,-1%,-2%
Brc1ccccc1CN1CCC(N2CCCCC2)CC1,-13%,-3%,16%
CCC(C)NC(=O)c1cc2cc3ccc(OC)cc3nc2s1 (stereo not drawn),-22%,-2%[0.501 µM],?
CC(C)(C)N(NC(=O)OCc1ccccc1)C(=O)c1ccccc1,6%,0%,-22%
O=C(CSc1n[nH]c(-c2ccccc2Cl)n1)NCc1cccc(C(=O)O)c1,0%,?,-2%
CCOc1ccc(N2C(=O)CC(Cc3ccc(Br)cc3)C2=O)cc1 (stereo not drawn),-1%,-12%,-1%
Cc1cccc(C)c1OCC(=O)N1CC2(C)CC1CC(C)(C)C2 (stereo not drawn),2%,-1%,8%
Cc1ccc(C(=O)Cc2nc3ccccc3[nH]2)cc1,0%,-5%,1%
O=C(CCS(=O)(=O)c1ccccc1)N1CCN(c2ccccc2F)CC1,2%,-1%,1%
CC(=O)Nc1ccc(N=C(C2=C(O)c3ccccc3C2=O)c2ccccc2)cc1,-6%,-1%,-17%
CCOC(=O)CN1C(=O)CSc2ccc(S(=O)(=O)N3CCOCC3)cc21,-10%,2%,-15%
Cc1ccc(NC(=O)CSCC(=O)OCc2cc(=O)oc3cc(O)ccc23)c(C)c1,-16%,-11%,?
Cc1cc(S(=O)(=O)n2cnc3cc([N+](=O)[O-])ccc32)ccc1Cl,-3%,2%,19%
Cc1cc(=O)[nH]c(SCC(=O)NCCC2=CCCCC2)n1,-16%,-2%,2%
Cc1ccc(Cc2cnc(NC(=O)C3=NCCN3)s2)cc1,nt,4%,5%
Cc1cccc(N2CCN(C(=O)CCC(=O)N3CC(C)Oc4ccc(C)cc43)CC2C)c1 (stereo not drawn),-15%,-13%,0%
Cc1ccc(N(CCC#N)C(=O)COC(=O)c2cc(C)no2)cc1,-1%,-5%,-3%
COc1ccc(Nc2nc(N)nc(SCc3nnc(C)s3)n2)cc1,-8%,-3%,3%
Oc1c(Br)cc(C2N=C(c3ccccc3)NO2)cc1Br (stereo not drawn),11%,-4%,13%
COc1ccc([C@@H]2CC=C(C(=O)O)[C@H](c3ccc(Br)cc3)N2S(=O)(=O)c2ccc(C)cc2)cc1OC,-6%,-5%,nt
CC(C)c1nnc(N2C(=O)c3oc4ccccc4c(=O)c3C2c2ccco2)s1 (stereo not drawn),-10%,-3%,1%
CCOC(=O)c1c(/N=C/N(C)C)sc2c1CCC2,-8%,-6%,2%
O=C(c1ccccc1)c1cccs1,0%,0%,7%
NC(=O)c1ccc(NC(=O)c2ccccc2S(=O)(=O)c2ccccc2[N+](=O)[O-])cc1,-3%,-2%,0%
CCc1ccc(NC(=O)Cn2c(=O)n(-c3ccccc3)c(=O)c3ccc(C(=O)NCc4ccc5c(c4)OCO5)cc32)cc1,-8%,-4%,nt
Cc1ccc(NC(=O)CSc2nc(-c3ccco3)nc3cc(=O)[nH]n23)cc1C,1%,-16%,nt
